NPR2 activator: human GC-B receptor activators, primary screen, HEK293 GC-B cells, cGMP TR-FRET, EC30 CNP; 0% at EC30 CNP, 100% saturating CNP; Atrial natriuretic peptide receptor 2 (Homo sapiens), P20594; AID 1920062, 2024; hit rate 0.11% among 370,000; activation, % at 10 µM;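 active = activation at 10 µM reaching about 35% in either raw or pattern-adjusted values, limit read from the data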
GAA850 FXN act: FXN promoter activators, primary screen, cell-based, luciferase luminescence, HEK293 lucGAA850; HEK293 lucGAA850 FXN promoter luciferase reporter, 24 h; percent of 10 µM SAHA response; activation, % at 6 µM; hit rate 0.56% among 360,000;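 active = activation above the average of all compounds screened plus 3 SD, cutoff fixed separately per campaign, cut at about 7.5% in these data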;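 also: 0% = DMSO wells and 100% = 10 µM SAHA wells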
ssDAF-12 act: S. stercoralis DAF-12 nuclear receptor activators, primary screen, cell-based, luminescence, HEK293, GRIP1 co-expression, lit1-tk-luc | Nuclear hormone receptor DAF-12 (Strongyloides stercoralis) | HEK293 ssDAF-12/GRIP1 lit1-tk-luc reporter; % of 3 µM dafachronic acid response | activation, % at 6.8 µM | hit rate 1% among 370,000;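 active = activation above the mean over all tested compounds plus 3 SD, cut at about 0.9% in these data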;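 also: 0% = DMSO-only wells and 100% = 3 µM delta7-dafachronic acid wells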
SMARCA2 activ: SMARCA2 (BRM) function activators, primary screen, cell-based, luminescence, high throughput. activation, % at 9.1 µM. hit rate 1% among 370,000. MG213 cells, MMTV-luciferase reporter, dexamethasone, overnight. AID 652017, 2013; in the data active = activation above about 7.8%;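 also: 0% = vehicle wells and 100% = reference activator wells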
DAX1 inh-1: DAX1 (NR0B1) inhibitors, primary screen, cell-based, HEK293, Gal4-DAX1, luciferase luminescence | Nuclear receptor subfamily 0 group B member 1 (Homo sapiens), P51843 | AID 504766, 2011 | inhibition, % at 6.75 µM | HEK293 Gal4-DAX1 luciferase reporter | hit rate 0.99% among 340,000;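 active = inhibition above the mean over all tested compounds plus 3 SD, cut at about 4.2% in these data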;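 also: 0% = DAX1-transfected cells with DMSO and 100% = empty-vector control cells with DMSO; inhibition shows as a rise in luminescence from relieved DAX1 repression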
Target sequence (P51843 207-470 limits assumed): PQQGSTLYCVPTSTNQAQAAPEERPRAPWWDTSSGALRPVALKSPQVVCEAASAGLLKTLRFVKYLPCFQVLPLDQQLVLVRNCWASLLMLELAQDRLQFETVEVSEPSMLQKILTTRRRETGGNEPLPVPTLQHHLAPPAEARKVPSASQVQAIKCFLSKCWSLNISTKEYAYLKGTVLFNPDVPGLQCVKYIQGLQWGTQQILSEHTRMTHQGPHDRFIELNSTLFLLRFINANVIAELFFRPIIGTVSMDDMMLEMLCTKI
DAX1 inh-2: DAX1 (NR0B1) inhibitors on StAR promoter, primary screen, cell-based, luminescence, SF-1 (NR5A1), full-length DAX-1; HEK293T StAR-luciferase reporter, SF-1/DAX-1 repression relief; inhibition, % at 6.8 µM; hit rate 1.1% among 370,000; AID 652010, 2013;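 active = inhibition above the mean over all tested compounds plus 3 SD, cut at about 3.6% in these data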;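 also: 0% = DAX-1 cells with DMSO and 100% = cells lacking DAX-1 with DMSO; higher inhibition means more luminescence from relief of DAX-1 repression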
GC-A act: GC-A stimulated cGMP production enhancers – HEK293 GC-A cells, cGMP TR-FRET, EC30 ANP, primary screen. AID 1671463, 2021. activation, % at 10 µM. 0% at EC30 ANP, 100% saturating ANP. hit rate 0.14% among 370,000. Atrial natriuretic peptide receptor 1 (Homo sapiens), P16066; in the data active = activation above about 40%
hgDAF-12 ag: H. glycines DAF-12 receptor agonists, primary screen, cell-based, luminescence, HEK293, GAL4 fusion, UAS-luciferase; Nuclear hormone receptor DAF-12 (Heterodera glycines), GAL4 fusion; HEK293 GAL4-hgDAF12 UAS-luciferase reporter, agonist luminescence; normalized to butyrate control; activation, % at 6.8 µM; hit rate 1.8% among 370,000; AID 687014, 2013;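 active = activation above a cutoff set at the mean of all screened compounds plus 3 SD, cut at about 10% in these data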;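 also: 0% = DMSO wells and 100% = sodium butyrate wells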
KLK7 zymogen act: proKLK7 zymogen activators, primary screen, biochemical, fluorescence intensity; Kallikrein-7 (Homo sapiens), P49862; purified proKLK7, EDANS-DABCYL substrate fluorescence; 100% is mature enzyme control, 0% vehicle; activation, % at 7 µM; hit rate 0.9% among 370,000; AID 652039, 2013;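 active = activation above the mean of all tested compounds plus 3 SD, computed per campaign excluding outliers beyond control limits, cut at about 13% in these data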
Target sequence (P49862 whole entry, looked up): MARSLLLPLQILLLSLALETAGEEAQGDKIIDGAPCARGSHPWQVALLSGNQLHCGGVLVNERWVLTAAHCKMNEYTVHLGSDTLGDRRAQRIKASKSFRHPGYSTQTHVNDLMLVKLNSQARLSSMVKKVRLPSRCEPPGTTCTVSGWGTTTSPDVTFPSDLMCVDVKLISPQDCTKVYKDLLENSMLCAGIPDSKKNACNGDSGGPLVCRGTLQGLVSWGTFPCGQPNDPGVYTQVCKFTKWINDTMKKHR
hcDAF12 agonist: H. contortus DAF-12 nuclear receptor activators, primary screen, cell-based, luminescence, HEK293, lit1-tk-luc reporter; activation, % at 6.8 µM; hit rate 1.4% among 370,000; HEK293 hcDAF-12 lit1-tk-luc reporter; 0% DMSO, 100% Δ7-dafachronic acid;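 active = activation above the mean of all tested compounds plus 3 SD, cut at about 5.5% in these data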;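 also: 100% = response to 3 µM Δ7-dafachronic acid high control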
sPLA2-III inh: human group III sPLA2 inhibitors, primary screen, biochemical, QFRET, BODIPY PC-A2 liposome substrate; Group 3 secretory phospholipase A2 (Homo sapiens), Q9NZ20; QFRET BODIPY PC-A2 liposome hydrolysis, fluorescence; inhibition, % at 12.2 µM; hit rate 0.56% among 370,000; AID 743126, 2013;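 active = inhibition above mean plus 3 SD of compounds lying within the high and low control bounds, cut at about 19% in these data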;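 also: 0% = median of test compound wells and 100% = no enzyme DMSO wells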
Starred values were filed as active, the others as inactive; . = not tested or not shown.

cpd	molecule	NPR2 activator	GAA850 FXN act	ssDAF-12 act	SMARCA2 activ	DAX1 inh-1	DAX1 inh-2	GC-A act	hgDAF-12 ag	KLK7 zymogen act	hcDAF12 agonist	sPLA2-III inh
1	NC(=O)CC(NC(=O)Cc1cccc2ccccc12)c1ccc(N2CCC(Cc3ccccc3)CC2)c([N+](=O)[O-])c1 (stereo unspecified)	5	-0.1	-1.3	2	0.7	0.4	3	2.1	-1.0	-0.3	-1
2	O=C(Cn1c2ccc(F)cc2c2nc3n(c(=O)c21)CCS3)NC1CCCC1	1	0.2	-0.7	0	-0.5	0.1	-11	-2.2	-1.0	-0.6	9
3	COc1ccc(CNC(=O)/C=C/c2ccc(OCCCF)cc2)cc1OC	3	0.3	-1.5	-4	-1.1	-1.4	-1	-1.7	0.1	-1.7	1
4	CC(C)=CCC[C@](C)(OC1OC(COC2OCC(O)C(O)C2O)C(O)C(O)C1O)C1CC[C@]2(C)C1C(O)CC1[C@@]3(C)CCC(O[C@@H]4O[C@H](CO)C(O)C(O)C4O[C@@H]4OC(CO)C(O)C(O)C4O)C(C)(C)C3CC[C@]12C (stereo partly specified)	2	1.3	-1.1	0	0.6	0.0	5	-0.3	1.0	-0.7	-33
5	CC(=O)Nc1ccc(S(=O)(=O)N2CCC(C(=O)O)CC2)cc1	-3	1.5	-0.3	-2	1.2	-0.1	-2	-1.3	-0.4	2.0	3
6	CC(O)(c1cccc(F)c1)c1nc(-c2ccncc2)cs1 (stereo unspecified)	-1	1.0	-1.4	-3	.	-2.9	1	-3.2	-0.8	-3.4	3
7	Cc1cc(C)nc(N(C#N)Cc2ccccc2Cl)n1	4	1.4	-1.3	-2	-0.1	0.2	3	-0.5	-0.5	0.4	1
8	CCOC(=O)c1sc(=S)n(-c2ccccc2)c1SC	-1	1.1	-1.0	-3	-0.9	-0.1	-1	1.2	-0.5	0.1	10
9	COc1ccc(C=NNC(=O)NN=Cc2ccc(OC)c(OC)c2)cc1OC	0	1.1	-1.0	5	5.0*	0.8	1	13*	1.3	3.1	-3
10	COc1cc(C(=O)N(Cc2ccc(C)o2)C2CCS(=O)(=O)C2)cc(OC)c1OC (stereo unspecified)	-14	1.1	-1.2	-1	0.6	0.6	-7	0.2	-0.9	0.7	6
11	Cc1cc(C)nc(SCCc2ccncc2)n1	3	2.5	-1.2	0	-0.7	0.3	0	1.4	-0.6	-1.3	-3
12	Cc1noc(C)c1C(=O)N(CC(=O)Nc1ccccc1Br)Cc1ccco1	0	1.3	-0.9	-1	1.9	0.7	-1	0.9	0.1	-0.8	5
13	COc1ccc(CC(N)c2csc(NC(=O)Nc3ccc(OC)cc3)n2)cc1 (stereo unspecified)	-1	1.3	-2.0	-6	.	-1.1	2	-3.4	0.3	-0.3	6
14	CCCN(CC1CC1)C(=S)Nc1ccc(Oc2ccccc2)cc1	4	1.8	-1.6	-2	-0.2	-0.4	7	-2.2	-0.5	-0.2	10
15	O=C(NCC(=O)N(Cc1ccco1)C(C(=O)NC1CCCC1)c1cccnc1)c1ccco1 (stereo unspecified)	-2	2.3	-1.0	0	2.1	0.1	-1	4.1	-0.3	0.4	6
16	CCCCCCn1c(NCC)nc2c1c(=O)n(C)c(=O)n2C	2	-3.4	-2.3	-6	-3.8	-2.0	9	-6.5	0.1	-2.7	12
17	CC(=NNC(=S)SCc1ccccc1)c1ccccn1	-2	-2.8	-0.8	2	0.6	-0.6	-1	-3.3	0.0	-1.1	11
18	Cc1cc2nnc(SCC(=O)NCC(c3ccccc3)N(C)C)n2c2ccccc12 (stereo unspecified)	-2	-1.2	-0.8	-2	-0.4	0.9	-4	1.1	-0.2	-0.4	-4
19	COc1cc(OC)c(NC(=O)C2CCN(S(=O)(=O)c3ccc4c(c3)CC(C)N4C(C)=O)CC2)cc1Cl (stereo unspecified)	-2	3.1	-1.3	1	1.1	-0.1	-3	-1.6	0.6	-1.6	2
20	Cc1cnc(NC(=O)Cc2ccccc2F)s1	4	1.2	-1.4	-2	-0.3	-0.4	3	-1.2	-0.4	-0.2	4
21	COc1cccc(OC)c1C1=NC(C)(C)CO1	3	1.1	-0.9	-1	3.7	0.4	4	0.6	0.6	-0.7	-4
22	Cc1csc2ncnc(NC3CCN(Cc4ccccc4)CC3)c12	2	-4.3	-1.8	-7	-7.8	-1.9	4	-6.7	-0.1	-4.6	-3
23	O=C(Nc1cccnc1)c1cc([N+](=O)[O-])ccc1Cl	-8	0.7	-0.5	-2	-0.7	-0.3	-4	1.6	-0.2	2.5	-4
24	COc1ccccc1-c1cc(C(=O)N/N=C/c2sccc2C)c2ccccc2n1	.	-3.5	-0.9	0	-0.8	-0.8	.	-1.6	0.0	-0.7	3
25	CCOC(=O)C1=C(CSc2nccn2C)NC(=O)NC1c1ccc(OC)cc1 (stereo unspecified)	-1	-1.6	-1.0	-1	-0.5	-0.3	-1	-0.3	-0.2	-0.3	-2
26	O=C(COc1ccccc1)OCC(=O)c1c[nH]c2ccccc12	-2	0.5	0.3	1	0.5	-0.6	-1	1.1	0.2	3.5	-15
27	CCCc1c(C(=O)N/N=C(\C)c2ccc(O)cc2)nnn1-c1nonc1N	2	3.2	-0.8	6	-0.2	-0.4	2	0.0	0.6	-0.8	4
28	COc1ccc2nc(NC(=O)CSc3nnc4n3C(C)(C)Cc3ccccc3-4)sc2c1	3	-3.3	-1.3	0	0.0	0.6	-4	-0.5	-0.7	2.9	4
29	Cc1sc2nc(-c3cccnc3)nc(Cl)c2c1-c1ccccc1	-6	5.4	-0.9	0	4.3*	0.2	-3	3.3	-0.9	-3.9	-3
30	CCC1(C)Cc2ccccc2-c2nc(NCCO)n(-c3ccccc3)c(=O)c21 (stereo unspecified)	-2	0.9	-1.2	1	-0.4	-0.3	0	-0.4	26*	-0.7	-3
31	CC(Oc1ccc2c(c1)oc(=O)c1ccccc12)C(=O)NCCN1CCOCC1 (stereo unspecified)	-2	3.5	-1.3	0	0.7	0.0	-11	-1.1	-9.6	-1.4	4
32	CCCN(CCC)C(=O)c1cc2c(=O)[nH]c3ccc(C)cc3c2s1	8	-2.5	-1.9	-5	-2.3	-0.4	11	0.3	-6.5	-2.0	-3
33	O=C(CN1CCN(C(c2ccccc2)c2ccccc2)CC1)Nc1ccc(N2CCOCC2)cc1	-1	-0.2	-1.7	-4	3.6	0.2	-2	2.9	0.4	-0.5	3
34	O=C(CCc1nnc(-c2ccc3c(c2)OCO3)o1)NC(c1cccnc1)C(F)(F)F (stereo unspecified)	0	-0.9	-2.0	-3	0.1	-0.9	2	-0.7	0.7	-3.1	6
35	Nc1nc(SCC(=O)Nc2cccc([N+](=O)[O-])c2)n[nH]1	0	-0.7	-1.0	-6	-0.1	0.1	-3	-1.4	-0.1	-0.7	0
36	CCCn1nnc(NC(=O)/C=C/c2ccccc2)n1	-2	-0.2	-1.9	2	2.6	1.0	1	0.7	-0.4	-0.3	2
37	COc1ccccc1NC(=O)CCCC(=O)OCC(=O)c1ccc(F)cc1	-5	0.0	-0.5	-1	0.1	0.2	9	-0.1	-0.2	-2.9	-1
38	O=[N+]([O-])c1ccc(CNc2ccc(Cl)cc2)s1	-11	-0.1	-1.2	0	-1.3	-1.0	-1	-3.2	-0.3	-0.9	0
39	COC(=O)COc1ccc2cccc(-n3cnnn3)c2c1	4	-0.9	-1.0	2	-0.2	-0.7	2	-1.8	0.7	-2.0	-3
40	CCc1ccccc1NS(=O)(=O)c1ccc(OC)c2ncccc12	5	-8.2	-1.4	-1	-0.7	-0.5	-7	1.1	0.3	1.3	-4
41	O=C(Cc1ccc(Cl)cc1)Nc1ccc(S(=O)(=O)N2CCOCC2)cc1	2	0.8	-0.9	-5	-0.1	-0.2	-1	0.1	-0.5	0.2	-11
42	COC(=O)[C@]1(C)CCC[C@@]2(C)C3CC[C@@]4(C)C[C@]3(CCC21)CC4=NO (stereo partly specified)	3	1.6	-1.3	-1	-0.6	-0.6	0	0.2	0.7	-1.6	-5

Three compounds picked at random from those above, as already listed:
cpd	molecule	NPR2 activator	GAA850 FXN act	ssDAF-12 act	SMARCA2 activ	DAX1 inh-1	DAX1 inh-2	GC-A act	hgDAF-12 ag	KLK7 zymogen act	hcDAF12 agonist	sPLA2-III inh
15	O=C(NCC(=O)N(Cc1ccco1)C(C(=O)NC1CCCC1)c1cccnc1)c1ccco1 (stereo unspecified)	-2	2.3	-1.0	0	2.1	0.1	-1	4.1	-0.3	0.4	6
36	CCCn1nnc(NC(=O)/C=C/c2ccccc2)n1	-2	-0.2	-1.9	2	2.6	1.0	1	0.7	-0.4	-0.3	2
19	COc1cc(OC)c(NC(=O)C2CCN(S(=O)(=O)c3ccc4c(c3)CC(C)N4C(C)=O)CC2)cc1Cl (stereo unspecified)	-2	3.1	-1.3	1	1.1	-0.1	-3	-1.6	0.6	-1.6	2
